# MrgX1 ag = agonists of human MrgX1 receptor, primary screen, HEK293 cells, Fluo-4 calcium flux | Mas-related G-protein coupled receptor member X1 (Homo sapiens), Q96LB2 | Fluo-4 calcium fluorescence, agonist mode; active compounds read high | B-score at 10 µM | 310,000 tested, 0.44% active | AID 588627, 2011;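 active means calcium response B-score plate-corrected fluorescence ratio at least 3 library SD, with starting fluorescence B-score inside 5 SD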
# Target sequence (Q96LB2 whole entry, looked up): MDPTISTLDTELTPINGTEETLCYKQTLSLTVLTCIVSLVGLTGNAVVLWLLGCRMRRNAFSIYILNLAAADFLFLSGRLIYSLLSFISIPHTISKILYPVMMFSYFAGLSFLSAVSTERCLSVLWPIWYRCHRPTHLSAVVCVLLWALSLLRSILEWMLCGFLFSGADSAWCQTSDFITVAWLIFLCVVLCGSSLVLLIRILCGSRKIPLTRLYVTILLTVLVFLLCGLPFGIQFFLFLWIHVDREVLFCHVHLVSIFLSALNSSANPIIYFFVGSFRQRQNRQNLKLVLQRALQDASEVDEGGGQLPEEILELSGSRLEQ
#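 Test system: Stable human MrgX1 HEK293 cell line | Schedule: Overnight plating before 1 h dye loading | Read-out basis: Baseline-normalised fluorescence change ratio, B-scored | Detection: Kinetic calcium dye fluorescence, Fluo-4 NW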
# TRPC6 activator = mouse TRPC6 channel activators, primary screen, cell-based, HEK293, membrane potential dye. Short transient receptor potential channel 6 (Mus musculus), Q61143. HEK293-TRPC6 membrane potential dye fluorescence; active compounds read high. B-score at 10 µM. 310,000 tested, 0.13% active. AID 2550, 2010;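 active means B-score of the integrated fluorescence ratio above library mean plus 3 SD, and starting fluorescence ratio within library mean plus 5 SD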;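 further: higher score means more depolarization so channel activation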
# MrgX1 antag = antagonists of human MrgX1 receptor, primary screen, HEK293 cells, Fluo-4 calcium flux; Mas-related G-protein coupled receptor member X1 (Homo sapiens), Q96LB2; BAM8-22 antagonism; active compounds read low; 310,000 tested, 1.3% active; B-score at 10 µM; AID 588676, 2011;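 active means calcium-response B-score plate-corrected more than 3 library SD below zero, starting fluorescence within 5 deviations, no agonist response on first addition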;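 further: peak minus trough fluorescence over baseline after final BAM8-22 challenge near maximal dose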
# TRPC6 inh = mouse TRPC6 channel inhibitors, primary screen, cell-based, HEK293, membrane potential dye; Short transient receptor potential channel 6 (Mus musculus), Q61143; ACh-evoked depolarization; active compounds read low; 310,000 tested, 1.1% active; AID 2553, 2010; B-score at 10 µM;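 active means B-score under library mean minus 3 SD, initial fluorescence not abnormally high, positive integrated signal ratio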;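 further: B-score derived from integrated fluorescence ratio over the kinetic read; more negative B-score means stronger inhibition of depolarization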
# TRPC4 act = activators of mouse TRPC4 channel, primary screen, Fluo4 calcium, HEK293 TRPC4beta/mu-opioid cells; Fluo4 calcium fluorescence; active compounds read high; 310,000 tested, 0.49% active; B-score at 10 µM; AID 2237, 2010; Short transient receptor potential channel 4 (Mus musculus), Q9QUQ5;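 active means B-score above 5 SD of library B-scores, and initial fluorescence ratio not above library mean plus 5 SD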;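 further: positive B-score marks a calcium rise read as TRPC4 activation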
#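 Material: TRPC4beta and mu-opioid receptor HEK293 stable cells | Incubation: 45 min room-temperature Fluo4 loading, 110 s read | Detection: Kinetic Fluo4 calcium fluorescence | Measure: Integrated baseline-normalised fluorescence ratio, converted to per-well B score | Benchmarks: Low control buffer alone, high control maximal DAMGO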
# AI-2 QS mod = Vibrio harveyi AI-2 quorum sensing modulators, primary screen, JMH597 strain, luminescence/OD600 ratio; Vibrio harveyi JMH597 AI-2 luminescence/OD600 ratio, 9 h; active compounds read low; strain lacks LuxN and CqsS sensors; 0 = neutral-control median; activity change, % at 7.5 µM; 300,000 tested, 0.4% active; AID 2094, 2009; in the data active means activity change below about -75%, passing the limit was not always enough;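 further: luminescence divided by OD600 gain over 9 h not by final OD600 alone; inactives centre near 13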
# HIF activator = HIF pathway transcriptional activators, primary screen, cell-based, U2OS HRE-luciferase, luminescence. 300,000 tested, 0.32% active. activation, % at 7.5 µM (by protocol). AID 1910, 2009. U2OS HRE-luciferase reporter; normalized: DMSO 0%, desferrioxamine 100%;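 active means mean activation of at least 10% of the iron chelator positive control signal, with at least half of replicates also reaching 10%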
# PolyA inhibitor = polyadenylation inhibitors in yeast reporter cells, primary screen, luminescence, S. cerevisiae. S. cerevisiae SKY197-pL101 polyadenylation reporter, beta-gal luminescence; efflux-impaired pdr1/pdr3 knockout yeast; score 100 = 6 SD above DMSO. calls only at 12 µM. 300,000 tested, 0.02% active. AID 1875, 2009;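 active means lowest replicate activity score at least 50, where 100 means six control SD above control mean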;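 further: yeast exposed to compound for 9 h at 30 °C; higher score means more reporter readthrough which indicates perturbed polyadenylation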
# TRPC4 block = inhibitors of mouse TRPC4 channel, primary screen, Fluo4 calcium, HEK293 TRPC4beta/mu-opioid cells; DAMGO-evoked Fluo4 calcium flux; active compounds read low; B-score at 10 µM; 300,000 tested, 0.39% active; AID 2247, 2010;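 active means B-score over 3 SD under the library average, no early fluorescence shift, positive overall ratio signal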
#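 Assay system: HEK293 cells with stable TRPC4beta plus mu-opioid receptor expression; Probe or stimulus: DAMGO in two steps, submaximal then maximal; Dosing: single-point compound dosing; Measured by: Fluo4 calcium-dye fluorescence, kinetic read; Read-out basis: B score from integrated Fluo4 fluorescence ratio.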
# TRPC4 PAM = positive allosteric modulators of TRPC4, primary screen, cell-based, mouse TRPC4beta, HEK293 mu-opioid, Fluo-4 calcium | Short transient receptor potential channel 4 (Mus musculus), Q9QUQ5 | DAMGO EC20, Fluo-4 Ca2+ flux; active compounds read high | B-score at 10 µM | 310,000 tested, 0.42% active;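 active means B-score of calcium response area above 5 SD of library B-scores, with initial fluorescence ratio within 5 SD of library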;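 further: B-score of integrated fluorescence ratio over time as area under calcium response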
# MrgX1 allo act = positive allosteric modulators of MrgX1, primary screen, HEK293 cells, Fluo-4 calcium flux | 310,000 tested, 0.63% active | AID 588675, 2011 | FDSS; active compounds read high | B-score at 10 µM | Mas-related G-protein coupled receptor member X1 (Homo sapiens), Q96LB2;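 active means plate-corrected calcium response at least 3 library SD above typical, normal starting fluorescence, not activating the receptor alone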;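 further: compound read alongside a low EC10 to EC30 dose of BAM8-22 agonist; peak minus trough fluorescence over baseline measured at the second addition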
# Starred values were filed as active, the others as inactive; i = inactive; / = no result given.
# Below each compound: TRPC4 block	TRPC6 inh	TRPC6 activator	MrgX1 ag	PolyA inhibitor	MrgX1 antag	HIF activator	TRPC4 PAM	TRPC4 act	MrgX1 allo act	AI-2 QS mod
- COC(=O)CNc1c(-c2ccccc2)nc2ccc(Br)cn12
  i	i	i	i	i	i	1.5	i	i	i	7
- O=C(COc1ccc(S(=O)(=O)N2CCCC2)cc1Cl)N1CCN(c2ccccc2)CC1
  i	i	i	i	i	i	-0.1	10*	i	i	22
- Cc1nc2ccccn2c1C(=O)OCC#N
  i	i	i	i	i	i	-0.2	i	i	i	2
- CCCCN1C(=O)c2ccc(C(=O)NCc3ccco3)cc2C1=O
  i	i	i	i	i	i	-0.3	i	i	i	13
- O=C(c1ccccc1Cl)N(C(=O)c1ccccc1Cl)c1nccc(-c2cccs2)n1
  i	i	i	i	i	i	0.3	i	i	i	23
- C=CCNC(=O)C1CCN(c2c([N+](=O)[O-])cc(C(F)(F)F)cc2[N+](=O)[O-])CC1
  i	i	i	i	i	i	-0.1	i	i	i	40
- CC(=O)NNC(=S)Nc1cc(S(=O)(=O)N(C)C)ccc1C
  i	i	i	i	i	i	-0.5	i	i	i	23
- Cc1ccc(NCCc2ccc(C)nc2)cc1
  i	i	i	i	i	i	0.2	i	i	i	-53
- Cc1ccc(C(C[N+](=O)[O-])n2nc(C)cc2C)cc1 (stereo not drawn)
  i	i	i	i	i	i	0.6	i	i	i	20
- COc1cccc(-c2c(NC(=O)c3ccco3)oc3ccccc3c2=O)c1
  i	i	i	i	i	i	0.3	i	i	i	9
- COc1cc(CNCCN2CCOCC2)ccc1OCc1c(Cl)cccc1Cl
  i	i	i	i	i	i	0.8	i	i	i	1
- CCOC(=O)CS(=O)(=O)c1nc(-c2ccc(F)cc2)cc(C(F)(F)F)n1
  i	i	i	i	i	i	-2.3	i	i	i	-5
- Cc1ccc(NC(=O)/C(Cl)=C/c2ccccc2)cc1C
  i	i	i	i	i	i	1.0	i	i	9*	-14
- O=C(O)COc1ccccc1/C=N/NC(=O)CSc1nnc(SCc2cccc3ccccc23)s1
  i	i	i	i	i	i	0.8	i	i	i	-14
- CCOC(=O)C1CCN(CC(=O)Nc2cc(S(=O)(=O)N3CCOCC3)ccc2C)CC1
  i	i	i	i	i	i	-0.2	i	i	i	33
- Cc1ccc(S(=O)(=O)NCc2ccccc2)cc1C(=O)N(C)Cc1ccc(F)cc1
  i	i	i	i	i	i	-0.4	i	i	i	-6
- Cc1cccc2nc(CSc3nc4[nH]ncc4c(=O)n3-c3cccc(Cl)c3)cc(=O)n12
  i	i	i	i	i	i	/	i	i	i	21
- CCOC(=O)c1c(NC(=O)C2CCCO2)sc2c1CCC2 (stereo not drawn)
  i	i	i	i	i	i	0.0	15*	i	i	19
- CN(C)c1ccc(CNCC2CCCO2)cc1 (stereo not drawn)
  i	i	i	i	i	i	0.6	i	i	i	-2
- O=C(O)C(Nc1nc(C(F)(F)F)nc2ccccc12)c1ccccc1 (stereo not drawn)
  i	i	i	i	i	i	1.6	i	i	i	-24
- CCCn1c(C)nnc1SCC(=O)NC1CCCCC1
  i	i	i	i	i	i	-0.5	i	i	i	7
- O=C(O)[C@H](CSCc1ccccc1)NS(=O)(=O)c1ccc(F)cc1
  i	i	i	i	i	i	0.1	i	i	i	6
- O=C(CCN1C(=O)c2ccccc2C1=O)NCCC1=CCCCC1
  i	i	i	i	i	i	0.5	i	i	i	5
- O=C(NCCCNC(=O)c1cnccn1)c1cccc(F)c1
  i	i	i	i	i	i	0.2	i	i	i	8
- CC(=O)Nc1ccc(NC(=O)CSc2ncnc3c2cnn3Cc2ccccc2)cc1
  i	i	i	i	i	i	-0.2	i	i	i	15
- CC1Oc2ccccc2OC1C(=O)Nc1ccccn1 (stereo not drawn)
  i	i	i	i	i	i	-0.1	i	i	i	6
- Cc1oc(-c2ccccc2)cc1C(=O)NC1CCN(Cc2ccccc2)CC1
  i	i	i	i	i	i	-0.7	i	i	i	8
- O=C1NC[C@@H](Cc2ccc(O)cc2)N(CC2CCCCC2)C1=O
  i	i	i	i	i	i	-0.3	i	i	i	8
- CCN1C(Nc2ccccc2)=NC[C@@H]1Cc1ccccc1
  i	i	i	i	i	i	-0.2	i	i	i	15
- CCN(CC)CCNc1nc2c(c(=O)[nH]c(=O)n2C)n1CC(O)COc1ccc(Cl)cc1Cl (stereo not drawn)
  i	-8.8*	i	i	i	i	-0.2	i	i	i	-4
- Cn1c(CNC(=O)c2ccccc2F)nnc1SCC(=O)c1ccccc1
  i	i	i	i	i	i	-0.6	i	i	i	46
- CCCCOC(=O)CCc1c(C)n[nH]c1C
  i	i	i	i	i	i	-1.3	i	i	i	7
- O=C1NCC(c2ccccc2)C1C(=O)N/N=C/c1ccc(Cl)s1 (stereo not drawn)
  i	i	i	31*	i	i	-0.2	i	i	i	10
- O=C(CCCn1c(=O)[nH]c2ccsc2c1=O)NCc1cccs1
  i	i	i	i	i	i	-0.7	i	i	i	12
- Nc1cc(=O)[nH]n1C1CCCC1
  i	i	i	i	i	i	-0.2	i	i	i	3
- CC1=NC(=O)C(N=Nc2cccc(C(=O)O)c2)N1c1ccccc1 (stereo not drawn)
  i	i	i	i	/	i	-0.1	i	i	i	31
- CC(NCCCOc1cccc2ccccc12)c1ccccc1 (stereo not drawn)
  i	i	i	i	i	i	0.0	i	69*	i	-1
- CCCCc1c(O)nc2ccccn2c1=O
  i	i	i	i	i	i	-36	i	i	i	30
- COc1cc(C2CC(=O)Oc3c2c(=O)n(C)c2ccccc32)cc(OC)c1OC (stereo not drawn)
  i	i	i	i	i	i	-0.8	i	i	i	-14
- COc1ccccc1NC(=O)C1CCCN1S(=O)(=O)c1ccc(Cl)cc1 (stereo not drawn)
  i	i	i	i	i	i	-47	i	i	i	20
- Cc1ccc(-n2nnc3c(=O)n(CC(=O)OCc4ccccc4)cnc32)cc1
  i	i	i	i	i	i	0.0	i	i	i	22
- COc1ccc(OC)c(-c2cc(C(=O)Nc3cccc(Cl)c3)no2)c1
  i	i	i	i	i	i	0.6	i	i	i	7
- COc1ccc(/C=N/n2cnc3scc(-c4cccs4)c3c2=O)cc1OC
  i	i	i	i	i	i	-0.5	i	i	i	17
- Cc1ccc(S(=O)(=O)N2CCc3cc4c(cc3C2C)OCCCO4)cc1 (stereo not drawn)
  i	i	i	i	i	i	-0.1	i	i	i	18
- CN(C)c1ccc(/C=N/NC(=O)C2COc3ccccc3O2)o1 (stereo not drawn)
  i	i	i	i	i	i	-0.6	i	i	i	2
- CCOC(=O)c1c(C)[nH]c(C(=O)CN2C(=O)NC(C)(c3ccc4ccccc4c3)C2=O)c1C (stereo not drawn)
  i	i	i	i	i	i	-0.4	i	i	i	11
- CCC(=O)NC1=C(NC(C)c2ccccc2)C(=O)c2ccccc2C1=O (stereo not drawn)
  i	i	i	i	i	i	0.5	i	i	i	8
- CCCCOP(=O)(c1ccc(N(C)C)cc1)C(O)c1ccncc1 (stereo not drawn)
  i	i	i	i	i	i	0.2	i	i	i	28
- COc1ccc(-c2nn(-c3ccccc3)cc2C(=O)O)cc1OC
  i	i	i	i	i	i	0.2	i	i	i	30
- COC(=O)C1CCN(C(=O)C2CCN(C(=O)[C@@H](NS(=O)(=O)c3ccc(C)cc3)C(C)C)CC2)CC1
  i	i	i	i	i	i	0.9	i	i	i	7
- O=C(COc1cc(O)c2c(=O)c3ccccc3oc2c1)OCc1ccccc1
  i	i	i	i	i	i	/	i	i	i	14
- Cc1cc(-c2n[nH]c(=S)n2Cc2ccco2)nn1C
  i	i	i	i	i	i	0.5	i	i	i	11
- O=C(c1ccc(Cl)cc1)C1CCN(C(=O)C2CC2)CC1
  i	i	i	i	i	i	0.2	i	i	i	3
- O=[N+]([O-])c1ccc2nc(SCc3ccccc3Cl)sc2c1
  /	i	i	i	i	i	1.2	i	i	i	2
- CCOC(=O)c1ccc(Nc2cc(C)nc(C)c2C(=O)OCC)cc1
  i	i	i	i	i	i	0.2	i	i	i	-7
- O=C(N/N=C/c1ccc(O)c(O)c1)c1cc(-c2ccccc2)nc2ccccc12
  i	i	i	i	i	i	0.3	i	i	i	10
- CCCC(=O)C1=C(O)C(C(=O)OC)C(C)(C)CC1=NC(C)C (stereo not drawn)
  i	i	i	i	i	i	-0.2	i	i	i	15
- COc1ccc(C2CC(=O)c3cnc(N4CCN(Cc5ccccc5)CC4)nc3C2)cc1 (stereo not drawn)
  i	i	i	i	i	i	-0.4	19*	i	i	5
- COc1cc(NS(=O)(=O)c2cc(C)ccc2OC)c(OC)cc1Cl
  i	i	i	i	i	i	0.8	i	i	i	7
- Cc1ccccc1NC(=O)CCS(=O)(=O)c1cccc2nonc12
  i	i	i	i	i	i	-0.6	i	i	i	-4
- O=S(=O)(c1ccc2c(c1)OCCO2)N1CCC(c2nc3ccccc3[nH]2)CC1
  i	i	i	i	i	i	-0.3	i	i	i	-7
- O=C(O)c1cccc(NC(=O)c2cc(-c3cccc(Cl)c3)nc3ccccc23)c1
  i	i	i	i	i	i	0.1	i	i	i	-1

# This is a subset. The share of hits here may be higher or lower than overall.
